V-ATPase pHluor – regulators of yeast V-ATPase proton pumping, primary screen, pHLuorin cytosolic pH fluorescence | 0.37% of 350,000 active | response, % at 10 µM | S. cerevisiae | AID 504577, 2011; in the data active = response mostly above about 7.3%, no sharp cut-off; inactive = mostly below about 5.4%; also: actives read high; inactives centre near 0; some compounds called inactive have numbers as strong as hits; reference of the scale not given here
HTR5A ag – HTR5A agonists in luminescence cell assay, primary screen, counter-screen for OPRM1-OPRD1 heterodimer agonist project, full-deck HTS; activation, % at 9.3 µM; cell-based; 5-hydroxytryptamine receptor 5A (Homo sapiens), P47898; 0.61% of 340,000 active; AID 504692, 2011; in the data active = activation mostly above about 9.5%, no sharp cut-off; inactive = mostly below about 7.6%;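 also: 0% = cells with vehicle only and 100% = reference agonist; strong numbers were not always called active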
Arrestin-AP2 inh – inhibitors of beta-arrestin/AP2 binding, primary screen, biochemical, GPCR trafficking, flow cytometry. FITC-arrestin peptide / GST-AP2 beads; AP2 beta2 appendage carries R879A mutation. inhibition, % at 10 µM. 0.31% of 340,000 active. AID 504490, 2011;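 active = inhibition above a set limit, near 3 SD of compounds lacking own fluorescence, cut at about 54% in these data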;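 also: plate controls were DMSO wells for no effect and 5 µM unlabelled arrestin peptide for full effect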
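System: GST-AP2 R879A bound to glutathione beads, E. coli-expressed. Also added: 50 nM FITC-arrestin peptide. Schedule: compound with beads 12 min RT, then probe 1 h RT. Signal: bead flow cytometry, FITC channel. Read-out basis: percent response.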
HTR5A inv ag – HTR5A inverse agonists in luminescence cell assay, primary screen, counter-screen for OPRM1-OPRD1 heterodimer inverse agonist project, full-deck HTS | 5-hydroxytryptamine receptor 5A (Homo sapiens), P47898 | HTR5A cell line, inverse agonism | inhibition, % at 9.3 µM | 0.083% of 340,000 active; in the data active = inhibition mostly above about 23%, no sharp cut-off; inactive = mostly below about 18%;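 also: 0% = cells with DMSO and 100% = no-cell wells with DMSO; some compounds called inactive have numbers as strong as hits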
DAGLB inhibitor – DAGLB lipase inhibitors, primary screen, biochemical, fluorescence, HTS | AID 504411, 2011 | Diacylglycerol lipase-beta (Homo sapiens), Q8NCG7 | inhibition, % at 5.17 µM | HEK293T DAGLB membrane lysate, EnzChek fluorogenic substrate | 0.059% of 340,000 active; in the data active = inhibition above about 34%;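 also: 0% = enzyme with vehicle and 100% = wells lacking enzyme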
Target sequence (Q8NCG7 whole entry, looked up): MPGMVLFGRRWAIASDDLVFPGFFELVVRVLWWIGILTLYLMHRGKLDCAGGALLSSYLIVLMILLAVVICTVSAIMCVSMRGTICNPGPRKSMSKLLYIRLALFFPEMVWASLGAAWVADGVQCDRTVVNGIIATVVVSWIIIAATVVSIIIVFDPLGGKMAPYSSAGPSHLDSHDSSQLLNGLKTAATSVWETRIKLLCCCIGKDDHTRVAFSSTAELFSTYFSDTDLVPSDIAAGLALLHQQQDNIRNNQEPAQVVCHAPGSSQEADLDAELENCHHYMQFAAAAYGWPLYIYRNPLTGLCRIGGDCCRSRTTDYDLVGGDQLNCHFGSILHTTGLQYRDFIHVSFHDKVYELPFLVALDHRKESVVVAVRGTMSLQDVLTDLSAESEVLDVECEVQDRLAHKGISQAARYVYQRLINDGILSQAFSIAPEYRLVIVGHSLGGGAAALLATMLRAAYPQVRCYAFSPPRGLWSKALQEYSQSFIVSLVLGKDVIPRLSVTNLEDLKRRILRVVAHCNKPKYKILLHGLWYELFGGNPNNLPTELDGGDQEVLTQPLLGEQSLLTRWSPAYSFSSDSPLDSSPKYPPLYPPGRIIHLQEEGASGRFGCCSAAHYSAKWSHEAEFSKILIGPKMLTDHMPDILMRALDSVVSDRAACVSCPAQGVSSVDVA
PKA-R2B activ – activators of PKA-R2B holoenzyme, primary screen, biochemical, fluorescence polarization, Cy5-IP20, human; cAMP-dependent protein kinase catalytic subunit beta (Homo sapiens) + cAMP-dependent …; PKA-R2B holoenzyme dissociation; R2B truncated from residue 108, S112A mutant; 0% DMSO only, 100% 113 µM cGMP; activation, % at 11.4 µM; 0.079% of 340,000 active;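 active = activation above a cutoff set at the mean over all compounds plus 3 SD, cut at about 18% in these data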;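 also: higher means more holoenzyme dissociation and a rise in polarization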
Target sequence (P31323 whole entry, looked up, other chains not shown, the tested form may be a part): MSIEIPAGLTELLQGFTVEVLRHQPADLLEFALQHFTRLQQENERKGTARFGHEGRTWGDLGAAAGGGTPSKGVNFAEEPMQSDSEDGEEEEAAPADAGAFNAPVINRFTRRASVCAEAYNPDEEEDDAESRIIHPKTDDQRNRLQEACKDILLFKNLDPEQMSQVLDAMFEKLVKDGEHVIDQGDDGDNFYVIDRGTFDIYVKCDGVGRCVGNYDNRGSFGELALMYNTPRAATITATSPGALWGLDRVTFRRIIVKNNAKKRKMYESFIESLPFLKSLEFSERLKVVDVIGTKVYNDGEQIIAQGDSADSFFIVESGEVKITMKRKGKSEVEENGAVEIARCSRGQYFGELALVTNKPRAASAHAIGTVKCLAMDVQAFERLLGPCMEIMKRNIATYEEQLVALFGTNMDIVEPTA
DSG3 Ab inh – inhibitors of pemphigus antibody binding to DSG3, primary screen, biochemical, bead-based, flow cytometry, scFv-GFP; 0.48% of 310,000 active; DSG3-coupled beads, scFv-anti-DSG3-GFP binding; stronger effect = lower value; binding (percent of control), % at 10 µM; AID 588358, 2011;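 active = binding more than 3 SD below its plate's average and above zero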;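 also: hits lower antibody fragment binding to DSG3; some compounds called inactive have numbers as strong as hits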
PKA-R1A activ – activators of PKA-R1A holoenzyme, primary screen, biochemical, fluorescence polarization, Cy5-IP20, bovine R1A, mouse PKAc; cAMP-dependent protein kinase type I-alpha regulatory subunit (Bos taurus) + …; PKA-R1A dissociation; scaled: DMSO 0%, 113 µM cGMP 100%; activation, % at 11.4 µM; 0.083% of 340,000 active;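 active = percent activation above the mean of all tested compounds plus 3 SD, cut at about 19% in these data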;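 also: higher means more PKAc released from R1A so a rise in polarization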
MOR-DOR inv ag – inverse agonists of MOR-DOR heterodimerization, primary screen, cell-based, luminescence | 0.21% of 340,000 active | Mu-type opioid receptor (Homo sapiens) + Delta-type opioid receptor (Homo sapiens), … | inhibition, % at 9.3 µM | cell-based MOR-DOR heterodimer luminescence, inverse agonism | AID 504357, 2011; in the data active = inhibition above about 22%, passing the limit was not always enough;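 also: 0% = cells with DMSO and 100% = wells without cells with DMSO; values of inactives mirror those of a sister screen read the other way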
MOR-DOR ag – agonists of OPRM1-OPRD1 heterodimerization, primary screen, cell-based, luminescence | Mu-type opioid receptor (Homo sapiens) + Delta-type opioid receptor (Homo sapiens), … | cells | activation, % at 9.3 µM | 0.3% of 340,000 active; in the data active = activation above about 18%;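 also: 0% = vehicle-treated cells and 100% = reference agonist; values of inactives mirror those of a sister screen read the other way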
* marks the source's active call; other numbers are inactive results; / = no result given. Outcome played no part in choosing rows, and some 2.4% of all compounds hit somewhere here.

Every second line gives: V-ATPase pHluor, HTR5A ag, Arrestin-AP2 inh, HTR5A inv ag, DAGLB inhibitor, PKA-R2B activ, DSG3 Ab inh, PKA-R1A activ, MOR-DOR inv ag, MOR-DOR ag
- NC(=O)NC(Cc1ccccc1)C(=O)NCC1(N2CCCCC2)CCCCC1 (configuration not stated)
 : -1, 5, 10, 3, 3, -3, 114, 2, 1, -0.1
- CN1CCN(C(=S)Nc2ccccc2Cl)CC1
 : -1, 1, -5, -3, 0, 14, /, -9, 4, -0.9
- C[C@@H]1CCCCO[C@H](CN(C)Cc2ccccc2)[C@@H](C)CN([C@H](C)CO)C(=O)c2cc(NS(=O)(=O)c3ccc(Cl)cc3)ccc2O1
 : 3, /, /, /, 0, 4, /, -5, /, /
- CCc1ccccc1NC(=S)N(CCCN1CCN(C)CC1)Cc1cccs1
 : -1, 5, -9, -14, 1, -4, /, 8, 13, -2.8
- CCS(=O)(=O)c1ccc2c(c1)N(S(=O)(=O)c1ccc(OC)cc1)CC(C(=O)O)O2 (configuration not stated)
 : 1, 7, -5, -19, 0, -4, /, -7, 11, -1.7
- Cc1ccc(N=C2C(=O)Nc3ccc(C)c(Br)c32)cc1
 : -2, -8, 4, 28, -1, -8, 87, -4, 67*, -13
- COc1ccc(OC)c(/C=N/Nc2nncn2/N=C/c2cc(OC)ccc2OC)c1
 : 0, 0, 3, 7, 0, 4, 83, -7, 17, -3.4
- CSc1ccccc1NC(=S)Nc1ccc(S(N)(=O)=O)cc1
 : -4, 4, -7, -2, 1, 5, 99, -12, 4, -0.8
- CC(=O)N/N=C\c1cccc(OC/C=C/c2ccccc2)c1
 : -1, 6, 58*, 5, -2, -9, 104, 6, -18, 3.3
- CC(C)OC(=O)CC12CN3CN(C1)CC(CC(=O)OC(C)C)(C3)C2=O
 : 1, 1, 9, 3, 0, -3, 64, 1, -4, 0.7
- O=C(/C=C/c1cccs1)c1ccc(Br)cc1
 : -1, 2, 13, -7, -6, -12, 104, -11, -11, 2.0
- O=C(CCNC(=O)c1ccco1)Nc1nc2ccccc2s1
 : 0, 1, 6, -4, 0, -4, 104, 5, 0, 0.0
- CC1(C)CC(=O)C=C(NCCN2CCN(C(=S)NC3CCCCC3)CC2)C1
 : -3, 9, 11, -8, -2, 9, /, 7, -1, 0.2
- Cc1cccc(Cl)c1NC(=O)N1CCCN(c2nc3ccc(Cl)cc3s2)CC1
 : -3, 1, 29, -2, 1, -1, /, -7, -5, 1.0
- CN(CC(=O)Nc1cccc(F)c1)C(=O)c1ccccc1Sc1ccccc1C#N
 : -1, 7, -3, -16, -6, 4, 114, 3, 18, -4.3
- Cc1ccc(C(=O)N/C(=C\C=C\c2ccccc2)C(=O)NCc2ccco2)cc1
 : -1, 6, -7, -16, 5, -12, 102, -2, -1, 0.2
- COc1cc2nc3n(c(=O)c2cc1OC)-c1ncccc1C(=O)NC3Cc1ccccc1 (configuration not stated)
 : 7, /, /, /, -3, -9, 109, -1, /, /
- CC(C)C(=O)NNS(=O)(=O)c1ccccc1
 : 1, -3, 0, 9, 2, -10, 108, -2, 5, -0.9
- Cc1[nH]n(-c2ccccc2)c(=O)c1N=Nc1ccc(Cl)cc1
 : -3, -4, 15, 15, 1, 2, 124, 3, 18, -3.6
- O=C(COc1ccc(Br)cc1Cl)NC(=S)Nc1ccccn1
 : 0, -3, 30, 10, -3, 3, 119, 7, -16, 2.9

(list continues)
Every second line gives: V-ATPase pHluor, HTR5A ag, Arrestin-AP2 inh, HTR5A inv ag, DAGLB inhibitor, PKA-R2B activ, DSG3 Ab inh, PKA-R1A activ, MOR-DOR inv ag, MOR-DOR ag
- O=S(=O)(Nc1ccn(-c2ccccc2)n1)c1ccc(Br)cc1
 : 0, 1, -15, 12, -1, -4, 100, -14, 4, -0.7
- CN(C)CCNC(=O)c1[nH]nc2c1CCc1ccccc1-2
 : 0, -1, -9, 3, 0, -2, 107, -5, 1, -0.3
- COc1ccccc1CCC(=O)Oc1ccccc1C#N
 : -1, 0, 1, 8, -2, -3, /, 2, 4, -0.8
- O=C(/C=C/c1ccccc1Cl)NCCN1CCOCC1
 : 4, 0, 13, 0, -1, 3, 108, -2, 8, -1.4
- Cc1c(Br)c([N+](=O)[O-])nn1CC(=O)Nc1ccc(C(N)=O)cc1
 : 6, 1, -3, 16, -1, 0, 100, 0, 22, -4.4
- Cc1cccc(N2CCN(S(=O)(=O)c3ccc4c(c3)C(C)(C)C(=O)N4C)CC2)c1C
 : -2, 5, 5, -14, -3, -8, 99, -8, -15, 2.5
- CCC1(C(=O)c2ccccc2)C2c3cc(Br)ccc3OC(=O)C21C(=O)N1CCOCC1 (configuration not stated)
 : 1, -1, 5, 24, -3, 4, 108, -4, 7, -1.2
- C=CCn1c(SCC(=O)Nc2ccc(Br)cc2)nc(O)cc1=O
 : -2, /, /, /, -1, -12, 99, -3, /, /
- Cc1nn(C)c(C(=O)N/N=C/c2ccc(C(F)(F)F)cc2)c1[N+](=O)[O-]
 : -1, 4, 4, -4, 0, 2, 80, -3, -3, 0.5
- CCOC1=CC(=O)OC(c2ccccc2)C1 (configuration not stated)
 : 0, 1, 3, -4, 1, -3, 96, 6, 14, -3.2
- CCNc1nc(NCC)nc(N(CC)C(N)=S)n1
 : 2, 6, -2, 4, 0, -2, /, -3, 14, -2.8
- O=C(COC(=O)CN1C(=O)COc2ccccc21)NCc1ccc(F)cc1
 : 0, 1, -8, -6, 3, 2, 105, -4, -5, 0.7
- CSc1ccccc1C(=O)NCC(c1ccco1)N(C)C (configuration not stated)
 : -2, 8, -12, -24, 4, -4, 89, 12, 5, -0.8
- CCC1(O)c2ccccc2-c2ncccc21 (configuration not stated)
 : -3, 0, -8, -2, 0, 4, 92, -6, 15, -2.7
- CCc1cc(CNC(=O)c2ccc3nc(Cc4ccc(OC)c(OC)c4)oc3c2)on1
 : 1, 1, 6, -2, 2, -2, 102, -3, 7, -1.4
- Cc1cc(N2CCCC2)nc(-c2ccccc2O)n1
 : 1, -2, -28, 4, -9, -5, 102, -10, -36, 7.3
- Cc1cc(NS(=O)(=O)c2ccc(NC(=O)c3ccc([N+](=O)[O-])cc3)cc2)nc(C)n1
 : 3, /, /, /, -1, -2, 104, -3, /, /
- CN(Cc1ccccc1)C(=O)CCn1c(=O)oc2ccccc21
 : 2, 2, 15, -8, -2, 6, 86, -7, 15, -2.7
- CCOC(=O)Cn1c(=NC(=O)c2cccs2)sc2cc(C(=O)OC)ccc21
 : -1, 6, 106*, 7, 0, -12, 18*, -6, 12, -2.3
- O=C(CN1C(=O)NC2(CCCC2)C1=O)N1CCN(S(=O)(=O)c2ccccc2)CC1
 : 3, -2, -8, 5, 0, -14, 100, -2, 2, -0.5

Remaining list, next part.
Every second line gives: V-ATPase pHluor, HTR5A ag, Arrestin-AP2 inh, HTR5A inv ag, DAGLB inhibitor, PKA-R2B activ, DSG3 Ab inh, PKA-R1A activ, MOR-DOR inv ag, MOR-DOR ag
- COc1cc(N2CCCC2)ccc1[N+](=O)[O-]
 : 2, 5, -2, 15, 1, -13, 102, -4, 14, -2.6
- COc1ccc(C(=O)CSc2nnc(CN3CCCC3)n2-c2ccc(F)cc2)c(OC)c1
 : -8, -3, -3, 7, 0, -10, 98, 0, 13, -2.5
- Cn1c(SCc2ccc([N+](=O)[O-])cc2)nc2c(c1=O)SCC2
 : -2, 2, -14, -6, -1, -1, 101, -2, 2, -0.5
- O=C(O)C(Cc1c[nH]c2ccccc12)NS(=O)(=O)c1cccc(Cl)c1Cl (configuration not stated)
 : -2, 4, -1, -14, 4, 5, /, 1, 12, -2.6
- CCC(C)(C)n1nnnc1C(c1ccccc1)N1CCN(Cc2ccccc2)CC1 (configuration not stated)
 : 1, 6, -4, -19, 1, 11, 108, 12, 7, -1.5
- COc1ccc(CCNC(=O)Cn2nnc(C(=O)Nc3cccc(C)c3C)c2N)cc1OC
 : -1, 5, 2, -4, -3, -10, 96, -3, -4, 0.7
- O=C(CNC(=O)C12CC3CC(CC(C3)C1)C2)N/N=C\c1ccccn1
 : 2, -1, -1, 10, 1, -1, 98, -3, 12, -2.5
- Cc1c(C(=O)Nc2ccc(F)cc2)cn2c(nc3ccccc32)c1C#N
 : -3, 0, -4, 1, 4, 0, 102, 0, -11, 2.0
- Fc1ccc(N/N=C2/CCSc3sccc32)c(F)c1
 : 0, 5, 17, -13, -2, -3, /, -7, -3, 0.7
- Cc1ccc([N+](=O)[O-])c(C(=O)Nc2cccnc2Cl)c1
 : 2, -1, 1, 2, -4, 1, 88, -6, -17, 2.4
- O=C(COc1ccccc1[N+](=O)[O-])Nc1cc(C(=O)O)cc(C(=O)O)c1
 : -1, 3, 4, 1, 0, -13, 97, 0, 8, -1.6
- CN(Cc1cnc2nc(N)nc(N)c2n1)c1ccc(C(=O)NC(CCC(=O)O)C(=O)O)cc1C(F)(F)F (configuration not stated)
 : -3, 3, 13, -10, -7, -6, 88, -2, 5, -1.1
- CC(CCc1ccccc1)NC(=O)C(=O)N1CCOCC1 (configuration not stated)
 : 0, -4, -12, 10, 0, 0, 101, 0, 3, -0.6
- COc1ccc(-n2nc3c(c2NC(=O)c2cc(Br)ccc2Cl)CS(=O)C3)cc1 (configuration not stated)
 : -4, 2, 9, -5, 2, 7, 104, -3, 8, -1.5
- Cc1cc(C(=O)CSc2nc3ccc(Cl)cc3[nH]2)c(C)n1C
 : 0, 4, 4, -10, 3, -4, 94, 3, -3, 0.6
- Cc1ccc(C)c(NC(=O)CN(C)C(=O)CSCc2c(C)noc2C)c1
 : -1, 2, -13, -4, 1, -5, 97, 5, 2, -0.3
- O=C(CN1CCC(O)(c2cccc(C(F)(F)F)c2)CC1)NCCc1ccccc1
 : 0, 7, -13, -27, -2, -4, 111, 2, -1, 0.2

High-throughput results as filed in PubChem.
